# Bioassay records: PubChem, several laboratories
# STK33 kinase inh: human STK33 kinase inhibition; Q9BYT3; actives 0.073% (n = 320,000); AID 2661; inhibition, % at 10 µM; purified STK33, MBP phosphorylation, ADP-Glo luminescence;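 active means inhibition at or above 25%, using the most active replicate where run in duplicate; inactive means inhibition below 25%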
# Target sequence (Q9BYT3 whole entry, looked up): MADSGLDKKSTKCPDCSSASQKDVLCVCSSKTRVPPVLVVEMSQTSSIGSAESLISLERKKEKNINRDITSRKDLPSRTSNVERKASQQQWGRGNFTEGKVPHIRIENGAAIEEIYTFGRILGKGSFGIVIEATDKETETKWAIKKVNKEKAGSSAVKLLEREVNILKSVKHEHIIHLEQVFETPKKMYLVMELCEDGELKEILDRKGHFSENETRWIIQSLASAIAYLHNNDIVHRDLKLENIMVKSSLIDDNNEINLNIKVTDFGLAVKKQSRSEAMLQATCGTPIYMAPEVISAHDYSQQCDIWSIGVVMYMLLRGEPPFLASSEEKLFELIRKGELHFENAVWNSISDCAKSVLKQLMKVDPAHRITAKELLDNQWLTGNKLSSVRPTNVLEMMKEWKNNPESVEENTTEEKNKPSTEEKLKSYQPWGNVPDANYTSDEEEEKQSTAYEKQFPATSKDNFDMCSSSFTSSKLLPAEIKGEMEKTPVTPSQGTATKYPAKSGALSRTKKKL
# OX1R FRET antag: antagonists of human orexin 1 receptor (OX1R); O43613; OX1R-expressing cells, FRET antagonist read-out; actives 1.8% (n = 330,000); inhibition, % at 6.6 µM; AID 485270; in the data active means inhibition mostly above about 38%, no sharp cut-off; inactive means mostly below about 40%;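 further: 0% = agonist challenge alone and 100% = reference antagonist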
# Target sequence (O43613 whole entry, looked up): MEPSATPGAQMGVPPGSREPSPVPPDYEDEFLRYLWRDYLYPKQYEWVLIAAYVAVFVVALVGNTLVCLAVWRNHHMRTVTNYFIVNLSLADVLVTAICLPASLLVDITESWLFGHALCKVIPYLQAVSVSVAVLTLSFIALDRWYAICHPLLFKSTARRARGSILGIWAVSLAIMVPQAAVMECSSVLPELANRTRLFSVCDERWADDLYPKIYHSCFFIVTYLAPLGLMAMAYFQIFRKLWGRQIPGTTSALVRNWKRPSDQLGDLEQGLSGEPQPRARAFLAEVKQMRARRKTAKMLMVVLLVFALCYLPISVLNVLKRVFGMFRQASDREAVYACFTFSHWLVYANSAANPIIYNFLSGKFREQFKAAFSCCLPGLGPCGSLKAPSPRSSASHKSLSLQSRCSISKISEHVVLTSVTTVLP
# Active calls of the source: *; / = no result given.
# Each structure is followed by: OX1R FRET antag	STK33 kinase inh
COC(=O)c1cc(N2C(=O)C3C4C=CC(CC4)C3C2=O)ccc1Cl (stereo not drawn)
  4	-0.6
Cc1ccc(C(C(=O)NC2CCCCC2)N(C(=O)Cc2c[nH]c3ccccc23)c2ccccc2)o1 (stereo not drawn)
  14	0.7
CCOc1cccc(OCCOCCN(C)Cc2ccccc2)c1
  6	-0.1
COc1ccc(NC(=O)CSc2nnc(C)n2C2CCCCC2)cc1
  12	-0.5
C=CCn1c(=S)[nH]c2scc(-c3ccc(C)o3)c2c1=O
  1	4.7
O=C(O)C1=C[C@@H](C2CC2)C[C@@H](OCc2ccc(CO)cc2)O1
  13	0.3
Fc1ccc(NC(=S)Nc2cccc3ccccc23)cc1
  -9	0.0
CCOC(=O)N1CCN(S(=O)(=O)N2CCCC(C(=O)NCc3cccc(OC)c3)C2)CC1 (stereo not drawn)
  11	-1.7
Cc1oc(S(=O)(=O)N2CCCC2)cc1C(=O)Nc1ccccc1
  8	-1.2
CC(=O)Nc1cccc(NC(=O)CSc2nnc(Cc3cccn3C)n2CCc2ccccc2)c1
  3	-0.3
O=C(COC(=O)Cc1ccc(Cl)cc1Cl)NC1CC1
  3	0.2
O=C(NNc1ncnc2sccc12)c1ccc(Cl)cc1
  6	0.8
CCN(CC)c1ccc(NC(=O)c2c(C)noc2C)cc1
  9	-0.4
COc1ccc(C(=O)Nc2ccnn2C2CCN(CC3CC=CCC3)CC2)cc1 (stereo not drawn)
  /	-1.7
Cn1c(=O)c2c(nc(N3CCOCC3)n2CCCNC2=NCCCCC2)n(C)c1=O
  6	-0.8
Cc1cc(C)c2nc(NC(=O)c3cc(C)on3)sc2c1
  46	-0.2
COc1ccc(C)cc1Nc1nc(-c2c[nH]c3ccccc23)cs1
  12	0.2
O=C(C[n+]1ccncc1)c1ccccc1
  1	1.4
O=S(=O)(c1ccc2ccccc2c1)N1CCN(C(=S)Nc2ccccc2F)CC1
  7	-0.8
O=C(CCCc1c[nH]c2ccccc12)N[C@@H](Cc1c[nH]c2ccccc12)C(=O)O
  0	-1.3
CCN(CC)CCCN(C(=O)c1ccco1)c1nc(-c2ccc(C)cc2)cs1
  24	-2.8
O=C(Nc1ccc(S(=O)(=O)N2CCCCC2)cc1)c1ccc(=O)[nH]c1
  9	/
O=C(c1ccccc1)N1N=C(C(F)(F)F)CC1(O)c1ccc(F)cc1 (stereo not drawn)
  22	-2.5
COc1ccc(NC(=O)Cn2nc(Cc3cccnc3)c3ccccc3c2=O)cc1OC
  3	0.1
CCOC(=O)c1oc2c(CN3CCCCC3C)c(O)ccc2c(=O)c1-c1ccc(OC)c(OC)c1 (stereo not drawn)
  23	-0.6
CC(C)=CC(=O)OCC(=O)Nc1ccc(F)cc1Cl
  26	-1.1
COc1cc(C2C(C(=O)c3ccc(C)o3)=C(O)C(=O)N2Cc2ccccc2)ccc1O (stereo not drawn)
  35	/
O=C(COc1cccc(C(F)(F)F)c1)Nc1nnc(C2CC2)s1
  5	0.2
Cc1ccc(S(=O)(=O)c2nc(S(C)(=O)=O)sc2N2CCCC2)cc1
  10	1.0
CCOCC(=O)Nc1nc2ccc(S(C)(=O)=O)cc2s1
  7	-1.9
Cc1ccc(Cn2c(=N)c(C(=O)NC3CCCC3)cc3c(=O)n4ccccc4nc32)cc1
  13	0.2
O=C(NN1CCOCC1)c1cc(S(=O)(=O)Nc2cccc(C(F)(F)F)c2)ccc1Cl
  17	-1.8
CCOc1ccccc1C(=O)NC(C(=O)NCCc1ccccn1)C(C)C (stereo not drawn)
  9	0.1
O=C(Nc1nnc(-c2ccncc2)s1)Nc1ccccc1F
  6	1.5
Cc1onc(-c2ccccc2)c1C(=O)OCCOc1ccccc1F
  16	-0.6
CCCOc1ccc(N/C=C/C(=O)c2ccc(OC)c(OC)c2)cc1
  39	-3.4
CCc1nnc(NC(=O)c2ccc(-c3ccccc3Cl)o2)s1
  4	-0.2
Cc1ccccc1NC(=O)N1CCCC(c2nc(-c3ccc(F)cc3)no2)C1 (stereo not drawn)
  7	0.4
O=C(NNC(=O)c1ccc[nH]1)c1cccc(C(F)(F)F)c1
  5	-1.2
Cc1cc(C)c(S(=O)(=O)Nc2ccccc2-c2ccccc2)c(C)c1
  28	-1.5
CN(CC(=O)Nc1ccc(Cl)cc1)C(=O)c1ccc(N2CCCC2=O)cc1
  10	-1.7
N#Cc1cc(C#N)c(N2CCN(c3ccccn3)CC2)nc1N
  10	3.4
Cc1cccc(CC(C)NC(=O)c2cc(COc3ccc(C)c(C)c3)on2)n1 (stereo not drawn)
  36	-0.8
CCn1c(SCc2ccccc2)nc2ccccc2c1=O
  3	-18
CCOC(=O)c1[nH]ncc1CN1CCN(Cc2ccccc2)C(CCO)C1 (stereo not drawn)
  12	0.1
COc1ccc(C(C#N)c2ccc(=O)[nH]n2)cc1 (stereo not drawn)
  41	-2.1
COC(=O)c1cc2ccsc2n1CC(=O)Nc1cc(C)cc(C)c1
  12	-0.8
Cc1cc(C)cc(C(=O)N/N=C/c2ccoc2)c1
  27	-0.3
CCOC(=O)C(=CNc1cc(C(F)(F)F)ccc1N1CCOCC1)C(=O)OCC
  1	0.5
NC(=S)NNC(=O)c1ccccc1
  8	0.2
COc1ccc(NCc2nnc(SCC(=O)NCc3ccccc3)n2-c2ccccc2OC)cc1
  12	0.3
Cc1cc(C)c2cc(CN(CCO)C(=O)NC3CCCCC3)c(=O)[nH]c2c1
  8	-2.3
O=C(CCc1ccccc1)Nc1ccc2c(c1)OCCO2
  25	-0.8
O=C(CCC(=O)N1CCN(c2ccc(F)cc2)CC1)c1ccc(Cl)cc1
  1	-1.4
COc1ccc2[nH]c(C)c(C(=O)CN3CCc4cc(OC)c(OC)cc4C3)c2c1
  24	0.6
Cc1oc2ccc(OCc3ccc(F)cc3Cl)cc2c1C(=O)O
  16	-1.2
O=C(c1ccccc1Oc1ccccc1)N1CCN(c2ccccc2F)CC1
  3	-1.2
O=C(CC1Nc2cccc3cccc(c23)NC1=O)Nc1ccc(F)cc1 (stereo not drawn)
  36	7.7
COc1cc(/C=C/C(=O)N2CCC=CC2=O)cc(OC)c1OC
  9	-1.3
CCc1ccc2[nH]c(=O)c(CN(CCN(C)C)C(=O)Nc3ccccc3)cc2c1
  16	1.2

# Two records picked at random from those above, as already listed:
# Each structure is followed by: OX1R FRET antag	STK33 kinase inh
Cc1onc(-c2ccccc2)c1C(=O)OCCOc1ccccc1F
  16	-0.6
O=C(CCc1ccccc1)Nc1ccc2c(c1)OCCO2
  25	-0.8

# New compounds follow
# Each structure is followed by: OX1R FRET antag	STK33 kinase inh
Cc1ccc(C(=O)Nc2ccccc2C(=O)O)cc1NC(=O)COc1c(C)cccc1C
  41*	-0.1
CCOC(=O)C(C(=O)OCC)N(C#N)c1nc(N(C)C)nc(N(C)C)n1
  11	/
N#CC(C(=O)c1ccccc1Cl)=C1SCCCS1
  0	-1.2
NC(=O)COC(=O)c1ccc2c(c1)C(=O)N(Cc1ccco1)C2=O
  27	0.3
CCOc1ccccc1CNS(=O)(=O)c1cc(-c2cc(C)no2)ccc1OC
  29	-0.2
COc1ccc(C(=O)CSc2nc3cccnc3n2C)cc1
  65	0.2
COc1cccc(C(=O)N/N=C2\SCC(=O)N2Cc2ccc3c(c2)OCO3)c1
  18	1.2
CCOc1cc(/C=C2\SC(=S)N(Nc3ccccc3)C2=O)ccc1O
  18	3.0
Cc1ccccc1NC(=O)Cn1cnc2c(oc3nc4c(cc32)COC(C)(C)C4)c1=O
  26	-0.1
CCC1(c2ccc(Cl)cc2)NC(=O)N(CC(=O)NC2(C#N)CCCCC2)C1=O (stereo not drawn)
  3	-1.3
Clc1ccccc1CO/N=C1\CCCc2nonc21
  22	-2.7
CN(CC(=O)N1CCc2ccccc2C1)c1ccccc1
  -5	-7.3
Cc1cc(Nc2nnnn2-c2ccccc2)n(-c2ccccc2)n1
  10	-1.1
O=C(NCc1cccnc1)C12CC3CC(CC(Cl)(C3)C1)C2
  11	-1.5
O=C(NN=C1C2CC3CC1CC(Cl)(C3)C2)c1cccs1
  14	0.2
Cc1ccc(NC(=O)c2c(C(F)(F)F)nn(C)c2SCc2cccc(C(F)(F)F)c2)cc1C
  25	-0.5
CC(C)(C)OC(=O)N[C@@H](CCCCNC(=O)OCc1ccccc1)c1nnc([C@H](CCCCNC(=O)OCc2ccccc2)NC(=O)OC(C)(C)C)o1
  13	0.9
COc1cccc(/C=N/n2c(C3CCCCC3)n[nH]c2=S)c1O
  /	1.9
CCN(CC)P(=O)(Nc1ccc([N+](=O)[O-])cc1)c1c(C)nn(CCC#N)c1NC(=O)c1ccc(Cl)cc1 (stereo not drawn)
  13	0.4
Cn1c(C(=O)NCCCN2CCN(c3ccccc3F)CC2)cc2c(=O)[nH]c3ccccc3c21
  3	0.9
COc1cc(OC)cc(C(=O)NCC(=O)OCC(=O)Nc2ncc(Cl)cc2Cl)c1
  25	-0.1
CCOC(=O)N1CCN(C(=O)C2CCN(S(=O)(=O)c3ccc(NC(C)=O)cc3)CC2)CC1
  5	-1.3
CC(=O)Nc1cccc(OCc2ccc(S(=O)(=O)Cc3ccccc3)cc2)c1
  8	-0.9
O=C(CCCCn1c(=O)c2ccccc2n(CC(=O)NC2CCCC2)c1=O)NC1CCCC1
  10	-0.3
COC(=O)N/N=C(\C)c1ccc(OC(F)F)cc1
  1	-1.8
O=C(O)CN1C(=O)/C(=C\c2cccc(OCc3ccc(F)cc3)c2)SC1=S
  /	-1.4
Cc1nc([N+](=O)[O-])cn1CCCCN1C(=O)c2ccccc2C1=O
  8	-0.1
COc1ccc(C2SCC(=O)N2Cc2ccccc2)cc1 (stereo not drawn)
  26	-0.4
COc1ccc2nc(N3C(=O)CC(Cc4cc(C)cc(C)c4)C3=O)sc2c1 (stereo not drawn)
  26	-0.2
COc1ccc(NC(=S)Nc2ccccc2SC)c(OC)c1
  12	-1.1

# Single entries from above:
# CCOC(=O)N1CCN(C(=O)C2CCN(S(=O)(=O)c3ccc(NC(C)=O)cc3)CC2)CC1 – OX1R FRET antag = 5
# CC(C)=CC(=O)OCC(=O)Nc1ccc(F)cc1Cl – OX1R FRET antag = 26

# Remaining list, next part
# Each structure is followed by: OX1R FRET antag	STK33 kinase inh
CC(C)N(CC(N)=O)C(=O)c1sc2cc(F)ccc2c1Cl
  3	-0.5
COC1CCCCC1NS(=O)(=O)c1ccccc1 (stereo not drawn)
  0	-1.9
COc1cccc(OC)c1OCCCOc1ccc([N+](=O)[O-])cc1Cl
  12	-0.2
O=c1[nH]c(/C=C/c2ccc(Br)cc2)nc2c1cnn2-c1ccccc1
  12	0.1
O=C1CCC2S/C(=C/Nc3ccc(C(F)(F)F)cc3)C(=O)N12 (stereo not drawn)
  23	-1.3
CC(=O)Nc1c([N+](=O)[O-])cc2[nH]c(=O)[nH]c2c1[N+](=O)[O-]
  185*	-0.6
CC(NC(=O)C12CC3CC(C1)CC(n1cncn1)(C3)C2)C12CC3CC(CC(C3)C1)C2 (stereo not drawn)
  9	-0.3
Cc1ccc(OCCCc2c(C)n[nH]c2C)cc1
  18	0.3
CCOc1ccc(NC(=O)CC2C(=O)NCCN2C(=O)c2ccc(Cl)cc2)cc1 (stereo not drawn)
  18	-0.6
CCOc1ccccc1Oc1c(C)oc2c(CN3CCN(C)CC3)c(O)ccc2c1=O
  3	-0.9
Cc1cc(C)n(-c2nc(-c3ccccc3)cs2)n1
  78	1.1
O=C(NC1CCCCC1)C(c1ccc(F)cc1)N(Cc1ccco1)C(=O)Cn1nnc2ccccc21 (stereo not drawn)
  4	0.6
COCCCN1C(=O)C(=O)/C(=C(/O)c2ccc(OC)cc2)C1c1ccc(O)c(OC)c1 (stereo not drawn)
  33	-0.4
CC1CCCN(c2sc(S(C)(=O)=O)nc2S(=O)(=O)c2ccc(Cl)cc2)C1 (stereo not drawn)
  2	-1.0
COc1ccc(C(=O)Nc2nncs2)cc1S(=O)(=O)N1CCOCC1
  4	-0.8
Cc1cc2nncn2c2ccccc12
  3	1.3
O=C(CC(=O)c1ccccc1O)c1cccc(F)c1
  36	-1.1
Cc1nnc2sc(SCC(=O)Nc3cccc(Cl)c3)nn2c1=O
  33	1.0
Cc1c(OCC(=O)N2CCC(C(=O)O)CC2)ccc2c1oc(=O)c1ccccc12
  7	2.7
N#Cc1c(SCC(N)=O)nsc1SCc1ccccc1Cl
  33	-0.8
Cc1ccc(C(=O)Nc2nnc(NC(=S)Nc3ccccc3)s2)cc1
  6	-1.0
CCOC(=O)c1c(OCC)[nH]c2c1cc(O)c1ccccc12
  38	1.7
CC(C)CNC(=O)C1CCN(c2ccc(S(=O)(=O)N3CCOCC3)cc2[N+](=O)[O-])CC1
  10	-2.3
Cc1ccn2cc(CCNS(=O)(=O)c3ccc([N+](=O)[O-])cc3)nc2c1
  61	-1.3
Cc1cc(C(=O)OCCO)c(C#N)c(N)n1
  34	-0.9
COc1ccc(/C=C2\SC(=O)N(CCC(=O)NCCCn3ccnc3)C2=O)cc1
  34	-0.7

# Arranged by length of the SMILES (ascending): part of the list above
# Each structure is followed by: OX1R FRET antag	STK33 kinase inh
Cc1ccc(OCCCc2c(C)n[nH]c2C)cc1
  18	0.3
Cc1cc(C)n(-c2nc(-c3ccccc3)cs2)n1
  78	1.1
CCOc1ccc(NC(=O)CC2C(=O)NCCN2C(=O)c2ccc(Cl)cc2)cc1 (stereo not drawn)
  18	-0.6
Cc1ccn2cc(CCNS(=O)(=O)c3ccc([N+](=O)[O-])cc3)nc2c1
  61	-1.3
CC1CCCN(c2sc(S(C)(=O)=O)nc2S(=O)(=O)c2ccc(Cl)cc2)C1 (stereo not drawn)
  2	-1.0
COCCCN1C(=O)C(=O)/C(=C(/O)c2ccc(OC)cc2)C1c1ccc(O)c(OC)c1 (stereo not drawn)
  33	-0.4
CC(C)CNC(=O)C1CCN(c2ccc(S(=O)(=O)N3CCOCC3)cc2[N+](=O)[O-])CC1
  10	-2.3
